PLAP act: activators of human placental alkaline phosphatase; actives 1.2% (n = 96,000); P05187; purified PLAP enzyme, luminescent substrate read-out; active compounds read high; activation fold at 20 µM; in the data active = activation fold above about 2
MT1-MMP txn act: MT1-MMP promoter transcription activation | AID 750 | HT1080 MT1-MMP promoter luciferase reporter, luminescence, overnight; active compounds read high | activation factor at 10 µM | actives 0.16% (n = 86,000);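 active = activation factor of at least 2 for MT1-MMP transcription at 10 µM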
Ecoli WT expand: blocks growth of wild type E. coli BW25113. OD600 absorbance. growth inhibition, % at 100 µM. actives 0.15% (n = 98,000). AID 710;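 active = growth inhibition above about 50% at one test dose, limit read from the data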;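 also: growth measured after 20 h incubation at 37 °C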
CD11b adhes inh: inhibitors of human CD11b/CD18 binding to fibrinogen; P05107+P11215; K562 CD11b/CD18 adhesion to fibrinogen, ATPlite luminescence; Mn2+ added to activate the integrin; inhibition, % at 10 µM; actives 0.54% (n = 93,000); AID 1497;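 active = primary inhibition of 50% or more at 10 µM, then 40% or more on retest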; also: some results filed as inactive read as strong as hits
ERb SRC1 inh: blocks coactivator binding to human estrogen receptor beta; actives 1.3% (n = 86,000); inhibition, % at 25.6 µM; Q92731; TR-FRET ER-beta LBD / SRC1-Cy5 peptide binding; receptor agonist-loaded with 1 µM estradiol;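 active = compounds whose percent inhibition of the receptor-coactivator binding signal exceeds about 50% in the single-dose screen, limit read from the data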;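 also: 0% = receptor plus peptide wells without compound and 100% = peptide-only wells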
FAK blocker: FAK (human) kinase inhibition; Q05397; inhibition, %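 (tested at 7 µM)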; biochemical FAK kinase activity assay; actives 0.84% (n = 97,000); in the data active = inhibition above about 19%;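 also: 0% = DMSO and 100% = reference compound high control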
CD11b adhes enh: enhancers of human CD11b/CD18 binding to fibrinogen; actives 0.07% (n = 93,000); AID 1499; K562 CD11b/CD18 adhesion to fibrinogen, ATPlite luminescence; activation, % at 10 µM;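 active = 10 µM primary screen giving 50% or more activity, confirmed by 40% or more on retest at that dose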; also: strong numbers were not always called active; reference of the scale not given here
ERa SRC1 pot: enhances coactivator binding to human estrogen receptor alpha | coactivator binding (% of control), % at 25.6 µM | AID 639 | actives 1.3% (n = 86,000) | P03372 | TR-FRET ERalpha-LBD/SRC-Cy5 coactivator binding, 2 h; 100 = basal binding, no effect; in the data active = activity above about 200%;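 also: binding measured in presence of low estradiol as agonist stimulus; 0% = peptide alone without receptor and 100% = receptor with peptide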
Target sequence (P03372 whole entry, looked up, the tested form may be a part): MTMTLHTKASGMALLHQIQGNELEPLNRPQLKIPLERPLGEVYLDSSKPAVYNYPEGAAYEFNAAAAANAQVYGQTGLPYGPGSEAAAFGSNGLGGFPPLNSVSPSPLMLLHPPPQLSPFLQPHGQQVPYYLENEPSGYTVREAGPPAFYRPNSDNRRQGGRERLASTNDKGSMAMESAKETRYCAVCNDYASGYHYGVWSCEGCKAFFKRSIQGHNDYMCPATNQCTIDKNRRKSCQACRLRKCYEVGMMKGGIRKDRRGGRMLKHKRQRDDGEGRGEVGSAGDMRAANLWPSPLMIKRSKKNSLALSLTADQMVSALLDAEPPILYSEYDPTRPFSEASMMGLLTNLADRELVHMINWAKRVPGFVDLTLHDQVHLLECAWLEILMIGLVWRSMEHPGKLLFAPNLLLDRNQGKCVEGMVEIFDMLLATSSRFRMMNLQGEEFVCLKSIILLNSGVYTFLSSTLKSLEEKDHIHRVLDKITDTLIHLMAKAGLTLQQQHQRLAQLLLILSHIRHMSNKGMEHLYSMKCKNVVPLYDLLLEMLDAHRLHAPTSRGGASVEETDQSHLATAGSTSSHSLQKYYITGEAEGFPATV
ERa SRC1 inh: ER-alpha (human) coactivator binding inhibition; actives 1.7% (n = 86,000); inhibition, % at 25.6 µM; TR-FRET ER-alpha LBD / SRC-1 peptide, estradiol-bound; in the data active = inhibition above about 50%;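 also: 0% = receptor plus peptide control and 100% = peptide only without receptor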
* hit, by the source's call; nt = no result given; [ ] = remark or other dose.

SMILES	PLAP act	MT1-MMP txn act	Ecoli WT expand	CD11b adhes inh	ERb SRC1 inh	FAK blocker	CD11b adhes enh	ERa SRC1 pot	ERa SRC1 inh
NC(=O)CSc1nnc(-c2cc(-c3cccs3)nc3ccccc23)o1	1	nt	-13	-3	nt	1	-8	nt	nt
O=C(Nc1ccc(N2CCOCC2)c(Cl)c1)c1ccc(F)cc1	nt	1.9	nt	nt	-7	2	nt	97	-6
Cc1cccc(N2CCN(C(=O)Cn3cccc3C(=O)c3ccccc3)CC2)c1C	1.3	1.2	-21	-2	-5	1	0	92	4
CC(=O)c1cc(F)c(N2CCN(CCC#N)CC2)cc1C	nt	1.2	nt	nt	-2	-1	nt	97	-13
CCOP1(=O)C=C(C(C)(C)C)OC1c1ccc(F)cc1 (stereo unspecified)	0.8	1.1	-1	-1	40	-1	-4	147	-3
CCSc1nccc(-c2nn(-c3ccc(C)cc3)ccc2=O)n1	1.2	1	-7	-1	0	-1	-2	94[fluorescence artefact?]	-14
Fc1ccc2nc(-c3ccccc3)nc(SCc3nnc(-c4ccccc4)o3)c2c1	1.2	1.4	-10	21	11[fluorescence artefact?]	-3	-5	117	14[fluorescence artefact?]
Nc1ccc(N(c2ccccc2)c2ccc(N)cc2)cc1	0.9	1.1	5	nt	43[fluorescence artefact?]	6	nt	8[fluorescence artefact?]	31[fluorescence artefact?]
O=C(O)CCNc1cc2ccccc2cc1C(=O)O	1	1.3	3	5	8	nt	1	69	7
COc1ccccc1NC(=O)CSc1nc(N)cc(N)n1	1	1.1	6	13	11	0	-6	98	3
CC1(C)C(N(O)C(=O)Nc2ccccc2)N(c2cccc(Cl)c2)C(=O)N1O (stereo unspecified)	0.8	1	4	-8	12	-6	-6	109[fluorescence artefact?]	4
O=C(O)c1ccc(NS(=O)(=O)c2cccc3cccnc23)cc1	0.8	1	0	-15	2	0	-1	116	-1
Cc1onc(-c2c(Cl)cccc2Cl)c1C(=O)NCCc1ccc(S(N)(=O)=O)cc1	1.6	1.1	0	-24	0	2	2	110	0
CCCN(CCC)C(=O)Cc1coc2ccc3ccccc3c12	1.1	1.2	-5	2	2[fluorescence artefact?]	0	-3	110	3[fluorescence artefact?]
CCN(Cc1ccccc1)Cc1c(F)cccc1F	0.9	1.1	0	5	-2	-5	-2	127	-7

Structures from the list above that contain nitrogen in an aromatic ring (7):
SMILES	PLAP act	MT1-MMP txn act	Ecoli WT expand	CD11b adhes inh	ERb SRC1 inh	FAK blocker	CD11b adhes enh	ERa SRC1 pot	ERa SRC1 inh
NC(=O)CSc1nnc(-c2cc(-c3cccs3)nc3ccccc23)o1	1	nt	-13	-3	nt	1	-8	nt	nt
Cc1cccc(N2CCN(C(=O)Cn3cccc3C(=O)c3ccccc3)CC2)c1C	1.3	1.2	-21	-2	-5	1	0	92	4
CCSc1nccc(-c2nn(-c3ccc(C)cc3)ccc2=O)n1	1.2	1	-7	-1	0	-1	-2	94[fluorescence artefact?]	-14
Fc1ccc2nc(-c3ccccc3)nc(SCc3nnc(-c4ccccc4)o3)c2c1	1.2	1.4	-10	21	11[fluorescence artefact?]	-3	-5	117	14[fluorescence artefact?]
COc1ccccc1NC(=O)CSc1nc(N)cc(N)n1	1	1.1	6	13	11	0	-6	98	3
O=C(O)c1ccc(NS(=O)(=O)c2cccc3cccnc23)cc1	0.8	1	0	-15	2	0	-1	116	-1
Cc1onc(-c2c(Cl)cccc2Cl)c1C(=O)NCCc1ccc(S(N)(=O)=O)cc1	1.6	1.1	0	-24	0	2	2	110	0

The listing continues.
SMILES	PLAP act	MT1-MMP txn act	Ecoli WT expand	CD11b adhes inh	ERb SRC1 inh	FAK blocker	CD11b adhes enh	ERa SRC1 pot	ERa SRC1 inh
O=C1C(=O)N(CCN2CCOCC2)C(c2ccccn2)/C1=C(/O)c1ccc(Cl)cc1 (stereo unspecified)	nt	1	-4	nt	-7	nt	nt	83	-4
COc1ccc(NC(=O)c2ccco2)c(NC(=O)Cc2cccs2)c1	0.7	1	5	-4	-12[fluorescence artefact?]	2	1	114	-24
COCCSc1ccccc1C(=O)Nc1cc(C)on1	1.1	1	2	nt	96*[fluorescence artefact?]	1	-5	62	-36
O=C(Nc1nccs1)Oc1ccccc1	0.9	1.1	7	-4	1	0	-1	105	-4
c1ccc(CCN2CN(CCCN3CCOCC3)c3nc4ccccc4n3C2)cc1	1.5	1.1	4	-7	-9	-7	-1	102[fluorescence artefact?]	-7
O=C(NCCN1CCOCC1)C1CCN(S(=O)(=O)N2CCCCC2)CC1	1.1	1.1	-15	-7	-8	-2	-4	125[fluorescence artefact?]	-7
CCCn1c(SCC(=O)c2ccc(CC)cc2)n[nH]c1=O	1.5	1.2	17	-17	-3	-5	-3	92	-5
c1cncc(Nc2nc(-c3cccs3)cs2)c1	1	1.4	-2	-5	2[fluorescence artefact?]	8	1	95	5
O=C(O)CCOc1ccc2c(c1)OCCO2	0.8	1.2	-10	-12	-11	-2	-7	105	-1
COc1ccc2c(c1)OC13CCN(C)CC1C2C(C(=O)c1ccc(F)cc1)C(=O)N3 (stereo unspecified)	nt	1.1	nt	nt	-9	nt	nt	99	-7
CCc1nnc(NC(=O)C(NS(=O)(=O)c2ccc3c(c2)OCCO3)C(C)C)s1 (stereo unspecified)	1.9	1	-5	-10	-4[fluorescence artefact?]	3	0	122	-8
O=S(=O)(c1ccc2c(c1)C(=NO)c1cc(S(=O)(=O)N3CCCCC3)ccc1-2)N1CCCCC1	1	0	-15	9	21[fluorescence artefact?]	-2	0	98	13
Cc1ccc2cccc(OCC(=O)NCc3ccco3)c2n1	1.7	1.2	5	12	11	nt	-5	107	13
CCCCNC(=O)c1nn(-c2ccccc2OC)c(=O)c2ccccc12	0.9	1	4	-20	6	nt	-2	113[fluorescence artefact?]	8
CC1CCCCN1CCNC(=O)c1cc2c(=O)n(C)c3ccccc3c2n1C (stereo unspecified)	1.8	1.1	4	4	9[fluorescence artefact?]	9	0	71	24
Cn1c(C(O)c2ccccc2F)nc(Cl)c1Cl (stereo unspecified)	1	1.1	6	-10	-6[fluorescence artefact?]	4	-7	107	4[fluorescence artefact?]
COc1ccc(S(=O)(=O)N2CC3C4C=CC(C4)C3C2)cc1 (stereo unspecified)	0.9	1.1	2	nt	-2[fluorescence artefact?]	-1	nt	85	1
CCOc1cc(CN2CCN(c3ccc(C(C)=O)cc3)CC2)ccc1OC	1.2	nt	5	nt	-3	1	nt	146	2
COc1cccc(/C=N/N2C(=O)NC3(CCCCC3)C2=O)c1O	1.6	nt	-1	0	nt	-2	-2	nt	nt
CCn1c(C)[n+](CCCS(=O)(=O)[O-])c2cc(Cl)c(Cl)cc21	1	nt	9	-10	nt	0	17	nt	nt
COC(=O)c1oc2ccc(Cl)cc2c1NC(C)=O	1.1	1.1	3	-12	-9	2	-1	107	-31
O=C(NC1=NCCS1)c1ccncc1	1	1.1	1	-12	40	-3	0	56	15
Cc1c(-n2c(=S)[nH]c3ccccc3c2=O)c(=O)n(-c2ccccc2)n1C	0.9	1.1	-4	6	-10	7	-3	95	-7
O=C(CSc1nnc(-c2cccs2)n1-c1ccccc1)c1ccc2c(c1)OCCO2	1	1.2	nt	19	20[fluorescence artefact?]	nt	1	173[fluorescence artefact?]	35[fluorescence artefact?]
CCC1CCCCN1CCCNC(=O)CNC(=O)Cn1ccc2ccccc2c1=O (stereo unspecified)	1.3	1.1	8	-2	-3[fluorescence artefact?]	-4	-2	102	5[fluorescence artefact?]
O=C(Cn1c(=O)[nH]n(-c2ccccc2)c1=O)N1CCCc2ccccc21	1.5	1	3	-23	-1	1	3	111	-5
CC(C)(C)c1ccc(C(=O)c2c[nH]c(C(=O)NCc3cccnc3)c2)cc1	1.1	nt	-3	-9	nt	-3	-1	nt	nt
CCSc1nnc(NC(NC(=O)c2ccco2)(C(F)(F)F)C(F)(F)F)s1	1.1	1	3	1	6[fluorescence artefact?]	-2	0	99	7[fluorescence artefact?]
CN1CCN(c2nc(C(N)=O)cc(-c3ccccc3)n2)CC1	nt	1.1	-1	nt	-6	nt	nt	131	-2
CC1(C)Cc2c(C#N)c(NCC3CCCO3)nc(-c3ccco3)c2CO1 (stereo unspecified)	1.2	1	-1	-1	-6[fluorescence artefact?]	-1	0	109	-10

One compound at a time, from the list above. Values in the order: PLAP act	MT1-MMP txn act	Ecoli WT expand	CD11b adhes inh	ERb SRC1 inh	FAK blocker	CD11b adhes enh	ERa SRC1 pot	ERa SRC1 inh
O=C1C(=O)N(CCN2CCOCC2)C(c2ccccn2)/C1=C(/O)c1ccc(Cl)cc1 (stereo unspecified) is listed with nt	1	-4	nt	-7	nt	nt	83	-4
CC1(C)C(N(O)C(=O)Nc2ccccc2)N(c2cccc(Cl)c2)C(=O)N1O (stereo unspecified) is listed with 0.8	1	4	-8	12	-6	-6	109[fluorescence artefact?]	4
CC1CCCCN1CCNC(=O)c1cc2c(=O)n(C)c3ccccc3c2n1C (stereo unspecified) is listed with 1.8	1.1	4	4	9[fluorescence artefact?]	9	0	71	24

Next records.
SMILES	PLAP act	MT1-MMP txn act	Ecoli WT expand	CD11b adhes inh	ERb SRC1 inh	FAK blocker	CD11b adhes enh	ERa SRC1 pot	ERa SRC1 inh
O=C1CCCC2=C1C(c1ccc(Br)cc1)c1c([nH]c(=S)[nH]c1=O)N2 (stereo unspecified)	1.4	1.1	-4	nt	-7	2	nt	83	-12
COc1ccc(-c2nc(CN3CCC(C(=O)N4CCc5ccccc54)CC3)c(C)o2)cc1OC	1.8	1	8	-2	-8	1	4	102	-1
O=C(NC1CCCC1)NS(=O)(=O)c1ccccc1Cl	0.9	1.1	nt	-6	-7	nt	-2	128[fluorescence artefact?]	-2
CCOC(=O)Cn1c(-c2ccccn2)nc2ccccc21	1.2	1.1	-3	-9	0	-5	1	93	-2
CCSc1nnc(NC(=O)C2CCCCC2)s1	0.8	1.1	-1	-12	-5	4	-6	121	-5
Cc1nc2sc(C(c3ccccc3)N3CC(C)OC(C)C3)c(O)n2n1 (stereo unspecified)	1.1	1.2	-5	-10	-3	0	0	108	1
Fc1ccccc1NC(=S)NN(Cc1ccccc1)c1ccccc1	0.5	nt	1	4	nt	-4	-3	nt	nt
COc1cc(NC(=O)CN2C(=O)c3ccccc3C2=O)c(C(=O)O)cc1OC	1	1.2	-1	31	nt	7	-2	nt	nt
CCSc1cc(C2C(C#N)=C(N)OC(C)=C2C(=O)OC)c(C)o1 (stereo unspecified)	1.3	0.9	11	-5	-5	2	-4	91	-8
O=C(NCCc1c[nH]c2ccccc12)c1cc2sccc2n1Cc1ccccc1	0.9	1.1	-13	-7	-1[fluorescence artefact?]	0	19	120	6
Cc1ccc(C)c(N2CCN(C(c3ccc(N(C)C)cc3)c3nnnn3C(C)(C)C)CC2)c1 (stereo unspecified)	nt	1.2	nt	nt	1	0	nt	91	-2
COc1ccccc1CN1CCCC(C(=O)N(C)Cc2ccccc2)C1 (stereo unspecified)	1.5	1.1	2	13	2	3	-3	99	0
O=[N+]([O-])c1ccc(-c2csc3[n+]2CCS3)cc1	0.8	1.1	-4	-32	-3	4	0	104	14
COc1ccc(NC(C)C(=O)Nc2ccc(C#N)cc2)cc1Cl (stereo unspecified)	0.8	nt	12	-27	nt	1	-1	nt	nt

Random draw from the library (roughly 5.1% active in at least one column).
